Source: PubChem
STK33 inh: inhibitors of human STK33 kinase; purified STK33, MBP phosphorylation, ADP-Glo luminescence; AID 2661; inhibition, % at 10 µM; Q9BYT3; actives 0.073% (n = 320,000);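 active = inhibition at or above 25%, using the most active replicate where run in duplicate; inactive = inhibition below 25%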
Kir21 block: Kir2.1 (mouse) channel inhibition; actives 0.85% (n = 310,000); HEK293-Kir2.1, FluxOR thallium flux fluorescence; active compounds read low; P35561; B-score at 10 µM;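 active = fluorescence ratio B-score at or below minus 3 SD of library scores, with starting-brightness B-score within 2 SD, cut at about -4.2 in these data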;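 note: channel flux triggered by added potassium and thallium sulfate stimulus; B-score of peak minus minimum fluorescence over baseline after thallium stimulus; more negative B-score means stronger Kir2.1 block with less thallium influx; some compounds called inactive have numbers as strong as hits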
KCNQ2 block: KCNQ2 channel blockers in CHO-K1 cells – cell-based, FluxOR thallium flux, B-score, primary screen (AID 2156); O88943; 20 min; active compounds read low; B-score at 10 µM; actives 1.1% (n = 310,000);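 active = fluorescence ratio B-score at most minus 3 library SDs, with starting brightness B-score within 2 library SDs, cut at about -5.5 in these data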
Target sequence (O88943 whole entry, looked up): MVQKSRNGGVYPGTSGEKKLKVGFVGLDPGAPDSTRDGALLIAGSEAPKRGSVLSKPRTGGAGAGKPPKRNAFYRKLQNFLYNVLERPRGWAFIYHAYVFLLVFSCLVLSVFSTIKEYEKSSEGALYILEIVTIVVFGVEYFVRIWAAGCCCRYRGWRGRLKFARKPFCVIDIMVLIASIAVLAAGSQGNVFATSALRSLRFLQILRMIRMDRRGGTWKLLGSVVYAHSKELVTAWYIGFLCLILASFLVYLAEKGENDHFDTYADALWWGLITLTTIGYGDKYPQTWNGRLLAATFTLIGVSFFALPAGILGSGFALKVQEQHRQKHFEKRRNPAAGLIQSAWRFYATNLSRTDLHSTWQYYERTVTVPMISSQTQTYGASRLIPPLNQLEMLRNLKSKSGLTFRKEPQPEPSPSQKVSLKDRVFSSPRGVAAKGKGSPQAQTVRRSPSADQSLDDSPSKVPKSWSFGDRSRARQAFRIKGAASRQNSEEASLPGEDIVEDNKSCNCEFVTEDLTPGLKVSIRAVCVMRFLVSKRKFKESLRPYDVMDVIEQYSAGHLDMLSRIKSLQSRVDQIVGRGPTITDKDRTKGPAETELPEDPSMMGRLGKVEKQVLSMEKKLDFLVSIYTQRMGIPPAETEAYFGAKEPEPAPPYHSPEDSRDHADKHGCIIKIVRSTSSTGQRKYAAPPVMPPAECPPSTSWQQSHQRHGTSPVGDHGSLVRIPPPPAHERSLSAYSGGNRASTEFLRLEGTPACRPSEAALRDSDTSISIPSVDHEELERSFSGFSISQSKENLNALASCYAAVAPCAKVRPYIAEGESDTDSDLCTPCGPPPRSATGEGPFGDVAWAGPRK
The depositor's hits bear a star; i = inactive; nt = not tested or not shown.

SMILES	STK33 inh	Kir21 block	KCNQ2 block
O=C(COC(=O)c1ccccc1Br)NC1CCCC1	-0.6	0.01	i
Cc1nnc(NC(=O)c2csc3c2CCCC3)s1	0.0	0.44	i
CCOc1ccc(N(CC)S(=O)(=O)c2c(C)[nH]c(=O)[nH]c2=O)cc1	-1.5	0.12	i
Cc1nc(Cl)nc(N(C)c2ccccc2)c1[N+](=O)[O-]	-1.4	0.28	i
COCCNC(=O)c1cccc(OC2CCN(C(C)COc3ccccc3)CC2)c1 (stereo not given)	-2.4	-0.08	i
Cc1ccc2cc3c(NC(=O)c4ccco4)nn(C)c3nc2c1	2.2	1.3	i
COc1ccc(NC(=O)NNC(=O)COc2ccc3ccccc3c2)cc1	-0.6	0.87	i
Cc1ccc(Sc2ccc(/C=N/O)cc2[N+](=O)[O-])cc1	-2.3	-1.5	i
CS(=O)(=O)N(Cc1nnc(-c2cccs2)o1)c1ccc(Cl)cc1F	-0.3	0	i
COc1ccc(OC)c(S(=O)(=O)n2ccc(C)n2)c1	-1.4	0	i
NS(=O)(=O)c1ccc(CCNS(=O)(=O)c2cccc(C(=O)O)c2)cc1	-1.4	-0.98	i
Cc1cccc(NC(=S)NC2CC3CCCC(C2)N3CC(C)C)c1 (stereo not given)	0.2	-0.68	i
Cc1cccc(C(=O)N[C@H](C(=O)Nc2ccc(S(=O)(=O)NC3=NCCCCC3)cc2)C(C)C)c1	-0.4	-0.23	i
CCN(CC(=O)Nc1c(F)cccc1F)C(=O)c1cccc(S(=O)(=O)N2CCN(c3ccccc3)CC2)c1	-0.3	-0.32	i
O=c1[nH]cc(NCCNc2ncc(C(F)(F)F)cc2Cl)c(=O)[nH]1	-0.3	-0.09	i
CC(C)c1cc(CNC(=O)CCc2nnc(CCCc3ccccc3)o2)on1	1.2	1.6	i
CC(C)(C)c1nnc2sc(SC/C(O)=C(\C#N)c3nc4ccccc4[nH]3)nn2c1=O	-0.5	-0.03	i
CCCCOc1ccc(C(O)(CC)CCN2CCOCC2)cc1 (stereo not given)	0.2	-0.55	i
COc1ccc(CC(=O)c2ccc(OC)c(OC)c2C)cc1OC	-0.9	0.05	i
CNC(=S)N/N=C/c1ccc(OCC(=O)Nc2c(C)cc(C)cc2C)c(OC)c1	-0.6	1.8	i
c1ccc(CNc2ncnc3c2oc2ccccc23)nc1	1.3	0.94	i
COc1ccc(Cn2c(-c3ccc(OC)cc3)n[nH]c2=S)cc1	0.8	1.2	i
COc1cc(S(=O)(=O)Nc2ccccc2C)ccc1Cl	-0.3	-2.1	i
O=C(Nc1nonc1NC(=O)c1cccs1)c1cccs1	-1.4	0.51	i
CCOC(=O)Cn1c(O)c(N=NC(=O)CNC(=O)Cc2ccccc2)c2ccccc21	0.4	0.3	i
CN(CC(=O)Nc1ccc(F)c(F)c1F)C(=O)/C=C/c1ccc(Cl)cc1	-2.4	-1.3	i
CCOc1ccccc1CNC(=O)Cn1c(=O)oc2ccccc21	0.0	0.64	i
Clc1nnc(N2CCCCC2)c2ccccc12	-0.1	-0.4	i
COc1ccc(C(=O)c2c(C)oc3ccc(O)cc23)c(OC)c1	-0.7	-0.34	i
O=C(Nc1ccccc1C(=O)N1CCN(Cc2ccccc2)CC1)c1ccccc1	-0.3	0.24	i
Cc1ccccc1OCCSc1nnc(C)n1-c1ccccc1	1.0	-6.7*	i
S=c1[nH]nc(-c2cccs2)n1/N=C/c1cn(-c2ccccc2)nc1-c1cccs1	0.3	-2.4	i
Cc1ccc(C)c(N2CCN(C(=O)CSc3ccsc3[N+](=O)[O-])CC2)c1	-0.2	0.16	i
CCCCn1c(N)c(N(CC)C(=O)CN2C(=O)NC(C)(c3ccccc3)C2=O)c(=O)[nH]c1=O (stereo not given)	-0.5	-0.34	i
COCCNC(=S)N/N=C/c1ccc2c(c1)OCCO2	1.3	0.34	i
Cc1ccc(C#CC[N+]2(CC#Cc3ccc(C)cc3)CCCCC2)cc1	-2.1	-6.8*	i
CCOc1ccc(C(=O)C(C)OC(=O)Cn2c(C)csc2=O)cc1 (stereo not given)	-0.3	-1.5	i
CC(C)Cn1c(N)c(C(=O)COC(=O)c2ccccc2F)c(=O)n(C)c1=O	1.8	-0.06	i
CNc1oc(-c2ccccc2F)nc1S(=O)(=O)c1ccc(C)cc1	-0.1	0.12	i
Cc1ccc(S(=O)(=O)NCC2CCC(C(=O)O)CC2)cc1 (stereo not given)	-0.3	-0.38	i

Some of these compounds in order of molar mass, largest number first:
SMILES	STK33 inh	Kir21 block	KCNQ2 block
CCCCn1c(N)c(N(CC)C(=O)CN2C(=O)NC(C)(c3ccccc3)C2=O)c(=O)[nH]c1=O (stereo not given)	-0.5	-0.34	i
S=c1[nH]nc(-c2cccs2)n1/N=C/c1cn(-c2ccccc2)nc1-c1cccs1	0.3	-2.4	i
Cc1ccccc1OCCSc1nnc(C)n1-c1ccccc1	1.0	-6.7*	i

Exported with the structure last: entries from further up
STK33 inh,Kir21 block,KCNQ2 block,mol
0.0,0.44,i,Cc1nnc(NC(=O)c2csc3c2CCCC3)s1
-1.5,0.12,i,CCOc1ccc(N(CC)S(=O)(=O)c2c(C)[nH]c(=O)[nH]c2=O)cc1
-1.4,0.28,i,Cc1nc(Cl)nc(N(C)c2ccccc2)c1[N+](=O)[O-]

Remaining list, next part
SMILES	STK33 inh	Kir21 block	KCNQ2 block
O=C(CCn1cnnn1)Nc1ccccc1F	-2.8	1.5	i
CCOc1ccc(CCNC(=O)COC(=O)c2ccc(S(=O)(=O)N3CCCC3)cc2)cc1OCC	-1.9	-0.28	i
COC(=O)c1ccc(CNC(=O)COC(=O)C2CCC(C(C)(C)C)CC2)cc1 (stereo not given)	10	0.05	i
C/C(CC(C)(C)c1ccccc1)=N\NS(=O)(=O)c1ccccc1	0.0	-2.9	i
CCCCn1c(=O)[nH]c(=O)c2c1nc(-c1cccc(OC)c1)n2C	0.1	0.44	i
N#C/C(C(=O)N1CCCC1)=C1/N=C(N)c2ccccc21	-0.1	-1.4	i
COc1ccc(CC(=O)N[C@@H](CCSC)C(=O)N2CCC3(CC2)NCCc2[nH]cnc23)cc1	-0.1	1.6	i
O=C(COc1ccc2c3c(c(=O)oc2c1)CCC3)N[C@@H](Cc1ccccc1)C(=O)O	0.6	1.8	i
CCOC(=O)Cc1csc(NS(=O)(=O)c2ccc(SC)cc2)n1	-0.1	1.9	i
COC(=O)[C@H](C)[C@H]1C[C@]1(C)[C@H](NC(=O)OCc1ccccc1)c1ccccc1	-1.2	-0.7	i
O=C(c1cccs1)N(Cc1ccccn1)Cc1ccco1	-0.2	-1.2	i
COc1cc(-c2noc(-c3cccc(Cl)c3)n2)cc(OC)c1OC	-0.3	-0.01	i
COc1ccc(C(=O)Sc2nncc3ccccc23)cc1	-1.1	0.01	i
O=C(Oc1cccnc1)c1cc(S(=O)(=O)N2CCOCC2)ccc1Cl	-1.7	-0.34	i
O=C(OCC(=O)N1CCN(S(=O)(=O)c2ccc(Cl)cc2)CC1)C1CCC1	-1.3	2	i
CCOC(=O)Cc1csc(SCc2cc(=O)oc3cc(O)ccc23)n1	-3.5	-0.78	i
CN1CCn2c1nc(N1CCCCC1)nc2=O	0.1	0.12	i
O=C1CCCN1CN1CCCCC1	-3.0	0.06	i
Cc1ccc(OCC(=O)N/N=C\c2ccc(C)o2)c(C)c1	-1.1	-0.54	i
C=CCOc1ccc(C2/C(=C(\O)c3ccc4c(c3)OCCO4)C(=O)C(=O)N2CCCN2CCOCC2)cc1 (stereo not given)	0.7	0.82	i
O=C(c1ccc(F)cc1)N1CCN(c2ncccn2)CC1	-1.1	-1.1	i
COc1ccc(S(=O)(=O)N2CC(C)N(C(=O)N(C)C)C2C)cc1 (stereo not given)	-0.6	0.76	i
O=C(NC1CCCC1)C(c1ccc(F)cc1)N(C(=O)c1csnn1)C1CC1 (stereo not given)	-0.3	1.6	i
COC(=O)c1ccc(NC(=O)c2ccc3c(c2)C(=O)N(C)C3=O)cc1	-2.4	-0.49	i
Nc1nnc(-c2cccc(Cl)c2Cl)c(N)n1	-1.1	-0.03	i
COC(=O)c1ccccc1NC(=O)CN(Cc1ccccc1)S(C)(=O)=O	0.6	-0.46	i
Cc1nn(C)c2nc(-c3cccs3)cc(C(F)(F)F)c12	-0.2	-0.03	i
CCOC(=O)c1cnc(SCc2ccc(C)cc2)nc1N	-1.7	1	i
COCCN1Cc2cccc(C(=O)Nc3ccc(-c4nc5ccccc5[nH]4)cc3)c2C1=O	-1.0	0.04	i
COc1ccc(Br)cc1C(=O)N/N=C/c1ccc2c(c1)n(C)c(=O)n2C	-1.0	-0.5	i
CC(C)(C)n1nc2c(c1NC(=O)Cc1ccccc1)CS(=O)(=O)C2	0.0	-0.44	i
CCCC[C@@H]1CNCCN1CC1(c2ccccc2)CC1	-2.1	-2.6	i
CCc1c(C2(O)CCCCC2)[nH]c2ccc(C#N)cc12	2.3	1.4	i
Cc1ccc(S(=O)(=O)c2nnn3c2nc(NC2CCN(Cc4ccccc4)CC2)c2ccccc23)cc1C	-0.3	0.36	i
c1ccc(CCCc2nc(-c3cccnc3)no2)cc1	-0.3	-0.31	i
COc1ccc(NC(=O)CCN2C(=O)[C@@H]3[C@H](C2=O)[C@H]2C=C[C@@H]3C2)cc1	-0.3	1	i
COc1ccc(OC)c(S(=O)(=O)Nc2cccnc2)c1	-1.3	1.1	i
O=C(CSc1ncccc1-c1nc2ccccc2[nH]1)Nc1ccc2c(c1)OCCO2	nt	-0.89	i
Cc1cccc(NC(=O)c2ccc(S(=O)(=O)N3CCC(C)CC3)cc2)n1	-0.4	0.51	i
CCCC[N+](CC#Cc1ccccc1)(CCCC)CCCS(=O)(=O)[O-]	1.3	-0.17	i

Whole records from above. Values in the order: STK33 inh | Kir21 block | KCNQ2 block
Listed for `CCOC(=O)Cc1csc(SCc2cc(=O)oc3cc(O)ccc23)n1` → -3.5 | -0.78 | i
Listed for `Cc1ccccc1OCCSc1nnc(C)n1-c1ccccc1` → 1.0 | -6.7* | i
Listed for `NS(=O)(=O)c1ccc(CCNS(=O)(=O)c2cccc(C(=O)O)c2)cc1` → -1.4 | -0.98 | i
Listed for `COc1ccc(OC)c(S(=O)(=O)n2ccc(C)n2)c1` → -1.4 | 0 | i
Listed for `Clc1nnc(N2CCCCC2)c2ccccc12` → -0.1 | -0.4 | i

Continuation.
SMILES	STK33 inh	Kir21 block	KCNQ2 block
COc1ccc(NC(=O)CSc2nc(O)cc(=O)n2-c2ccccc2)cc1	0.2	0.46	i
O=C(Nc1ccccc1C(=O)N/N=C/c1ccccc1)c1ccco1	8.5	0.46	i
Cc1cccc(N2CCN(C(=O)c3ccoc3C)CC2)c1C	-1.4	-1.9	i
O=S(=O)(c1ccc(F)cc1)N1CCN(CC(O)COc2ccccc2F)CC1 (stereo not given)	-1.0	1.9	i
Fc1ccc(-n2nnc(-c3ccnc4ccccc34)n2)cc1	0.1	-0.17	i
COc1c(/C=N/Nc2nc(N3CCCCC3)nc(N3CCCCC3)n2)cccc1[N+](=O)[O-]	-0.1	-0.17	i
COc1cc(C(=O)NNC(=S)NC(=O)c2ccccc2C)cc(OC)c1OC	-1.0	-0.03	i
Cc1cccc(N(CC(=O)NC2CCCCC2)C(=O)c2c(C)noc2C)c1	-0.3	-0.01	i
Cc1cccc(-c2noc(CCCC(=O)NC3CCCC3)n2)c1	-0.9	2	i
O=C(CC(C(=O)O)c1ccc(Cl)cc1)c1ccc(Cl)c(Cl)c1 (stereo not given)	-0.9	-0.17	i
Fc1ccccc1/C=N/Nc1nc2ccccc2o1	-0.8	2.4	i
COC(=O)C1C2C=CC3(CN(c4cccc(Cl)c4)C(=O)C13)O2 (stereo not given)	-1.6	-1.9	i
Oc1ccc(/C=N/Nc2ccc(Cl)nn2)cc1O	0.7	1.2	i
Cc1ccc(S(=O)(=O)NC(=O)NCCCCNC(=O)NS(=O)(=O)c2ccc(C)cc2)cc1	-0.3	-0.27	i
CCOc1cc(/C=C2\CCCc3c2nc2ccccc2c3C(=O)O)ccc1OC	0.1	-2.4	i
CC1=C(CCN2CCN(C3CCCC3)C(CCO)C2)C(C)(C)CCC1 (stereo not given)	-1.7	0.66	i
CCOC(=O)c1c(-c2ccc(F)cc2)csc1NC(=O)c1c(-c2ccccc2)noc1C	-1.8	1	i
CC(NCCc1ccc(S(N)(=O)=O)cc1)C(=O)NCCc1ccc(F)cc1 (stereo not given)	-2.7	0.29	i
Cc1ccccc1CSCC(=O)NCCSc1ccccn1	-2.3	0.33	i
CC(C)(C)c1nnc2sc(SCC(=O)N3CCc4ccccc43)nn2c1=O	-1.1	-0.04	i
CC1CCN(CCCNC(=O)c2ccc(Cn3c(=S)[nH]c4ccc(Br)cc4c3=O)cc2)CC1	0.5	-1.6	i
CC1(C)CN(C(Cc2ccccc2)C(N)=O)C1=O (stereo not given)	0.7	-0.66	i
CCc1ccc(C2NC(c3ccc(CC)cc3)C([N+](=O)[O-])C(C)(C)C2[N+](=O)[O-])cc1 (stereo not given)	0.4	1.1	i
C=CCNC(=S)Nc1sc2c(c1C(N)=O)CCCC2	7.2	-0.93	i
Cc1cc2c(ncn2C)c(NS(=O)(=O)c2ccc(F)cc2)c1C	0.0	-0.9	i
COc1ccc(NC(=O)/C(Cl)=C(/Cl)S(=O)(=O)Cc2ccc(C)cc2)cn1	nt	-3.3	i
O=C(c1ccccc1)c1ccc(OCC(=O)N2CCOCC2)cc1	-0.3	2.1	i
Cc1ccc(S(=O)(=O)Oc2ccc(/C=C3/C(=N)N4C(=NC3=O)SN=C4S(C)(=O)=O)cc2)cc1	3.1	0.02	i
COc1cccc(C(=O)C2CCCN(Cc3cccn3-c3ccccn3)C2)c1 (stereo not given)	-0.8	-1.8	i
CCC(C)C(NC(=O)OC(C)(C)C)C(=O)NC(CC(C)C)C(N)=O (stereo not given)	-0.3	-0.12	i
